Source: PubChem (National Center for Advancing Translational Sciences (NCATS))
uPA generation: inhibitors of cell surface uPA generation; AID 540303; cell surface uPA generation assay, qHTS; Potency, µM (highest dose often 38.3 µM), for inactives: at the highest dose activity change, negative = inhibition, actives largely listed as inhibitors; 0.31% of 330,000 active; active = well fitted inhibition curve with a large enough effect; inconclusive = small, poorly fitted or top-dose-only effect; inactive = no such curve, though single readings can be large or run the other way; tested in mouse RAW 264.7 cells; note: potency is the fitted concentration of half-maximal effect; % is set by controls: 0 for no effect and ±100 for the full control effect; nearly all actives have a fitted effect of over 55% in size
FLuc counter: counter-screen for miR-21 project: firefly luciferase inhibitors or activators; P08659; purified FLuc, Km substrates, luminescence inhibition; Potency, µM (highest dose often 57.5 µM), inactives show at the top dose activity change, negative = inhibition, actives largely listed as inhibitors; 6.9% of 360,000 active; AID 588342;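 note: potency is the fitted concentration of half-maximal effect; plate controls were vehicle for no effect and reference inhibitor for full effect; nearly all actives have a fitted effect of over 55% in size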
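Purified P. pyralis luciferase (10nM final) with 10uM D-luciferin and 10uM ATP (Km levels) in 50mM Tris acetate pH 7.5, 10mM Mg acetate, 0.01% Tween-20, 0.05% BSA; qHTS 6-point titration, ~60 µM downward; luminescence read.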
VP16 counter: Gal4-VP16 reporter inhibition counter-screen | Drosophila S2 Gal4-VP16 UAS-luciferase, luminescence, 20 h | Potency, µM (doses to about 53.6 µM), inactives show top-dose activity, negative = inhibition, hits mostly inhibitors | 3.5% of 310,000 active;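 note: Gal4-VP16 expression switched on by copper sulfate through the metallothionein promoter; potency is the fitted concentration of half-maximal effect; % is set by controls: 0 for no effect and ±100 for the full control effect; nearly all actives have a fitted effect of over 50% in size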
NPC1 prom act: NPC1 promoter activation; Huh7 NPC1 promoter luciferase reporter, 24 h; Potency, µM (titrated, usually from 9.22 µM), for inactives: at the highest dose activation, hits mostly activators; 2.4% of 320,000 active; AID 485313;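 note: potency is the fitted concentration of half-maximal effect; % of control where 0% means no effect; nearly all actives have a fitted effect of over 60% in size; reporter is driven by a mutant NPC1 promoter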
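Compounds in DMSO were transferred onto Huh7 NPC1-luciferase reporter cells pre-incubated 2 h; after 24 h at 37 °C, Amplite reagent was dispensed and luminescence recorded 10 min later.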
Tb PFK inh: blocks T. brucei phosphofructokinase | O15648 | T. brucei PFK, ADP-Glo luminescence | Potency, µM (doses to about 57.5 µM), for the others: top-dose activity, negative = inhibition, most hits filed as inhibitors | 0.17% of 330,000 active;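 note: potency is the fitted concentration of half-maximal effect; 0% = uninhibited 1x PFK enzyme wells and -100% = no-enzyme wells; nearly all actives have a fitted effect of over 60% in size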
Target sequence (O15648 whole entry, looked up): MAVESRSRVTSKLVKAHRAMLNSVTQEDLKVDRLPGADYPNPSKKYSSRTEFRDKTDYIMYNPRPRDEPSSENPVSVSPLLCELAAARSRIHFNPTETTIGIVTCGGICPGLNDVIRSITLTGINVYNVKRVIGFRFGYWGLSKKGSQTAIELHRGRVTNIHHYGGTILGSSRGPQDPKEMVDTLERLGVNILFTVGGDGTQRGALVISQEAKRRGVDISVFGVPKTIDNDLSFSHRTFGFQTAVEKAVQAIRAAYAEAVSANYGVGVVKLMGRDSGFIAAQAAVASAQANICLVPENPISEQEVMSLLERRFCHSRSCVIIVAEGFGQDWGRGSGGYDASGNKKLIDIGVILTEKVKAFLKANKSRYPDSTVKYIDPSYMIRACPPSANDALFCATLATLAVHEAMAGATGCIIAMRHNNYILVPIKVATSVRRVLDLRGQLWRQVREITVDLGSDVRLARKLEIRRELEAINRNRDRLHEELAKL
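In TEA buffer at pH 8.0 with 5 mM MgCl2, enzyme (1.25 nM) converted F6P (0.5 mM) and ATP (0.1 mM) for 45 min at room temperature. ADP product was read by luciferase luminescence.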
Giardia kill: Giardia lamblia killing | AID 540267 | 0.15% of 340,000 active | activity change, % at 7.66 µM, hits read low | Giardia lamblia trophozoite viability; in the data active = activity change below about -80%; inconclusive = between about -30% and that limit;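 note: parasites exposed to compound for two days anaerobically before the ATP read; % is set by controls: 0 for no effect and ±100 for the full control effect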
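Luminescent ATP signal served as the viability read-out, measured 15-30 min after adding ATP detection reagent to trophozoites that had been incubated with compounds for 48 hrs at 37 deg C anaerobically at 100 cells/well.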
Rab9 promoter act: activators of Rab9 promoter; Huh7 Rab9 promoter-luciferase reporter, luminescence, 24 h; Potency, µM (top dose mostly 9.22 µM), for inactives: at the highest dose activation, negative = inhibition, usual class: activators; 2.8% of 320,000 active; AID 485297; note: potency is the fitted concentration of half-maximal effect; % of control where 0% means no effect; nearly all actives have a fitted effect of over 60% in size
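Using Huh7 cells stably transfected with Rab9 promoter–luciferase, compounds were incubated 24 h at 37 °C, 5% CO2; luciferase luminescence was read 10 min after reagent addition.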
RORgamma inh: inhibitors of mouse ROR gamma transcriptional activity; P51450; Drosophila S2 Gal4-RORgamma UAS-luciferase reporter, 20 h; Potency, µM (top dose mostly 53.6 µM), for inactives: top-dose activity change, negative = inhibition, hits mostly inhibitors; 5.4% of 310,000 active; note: potency is the fitted concentration of half-maximal effect; % is set by controls: 0 for no effect and ±100 for the full control effect; nearly all actives have a fitted effect of over 60% in size
Target sequence (P51450 whole entry, looked up, the tested form may be a part): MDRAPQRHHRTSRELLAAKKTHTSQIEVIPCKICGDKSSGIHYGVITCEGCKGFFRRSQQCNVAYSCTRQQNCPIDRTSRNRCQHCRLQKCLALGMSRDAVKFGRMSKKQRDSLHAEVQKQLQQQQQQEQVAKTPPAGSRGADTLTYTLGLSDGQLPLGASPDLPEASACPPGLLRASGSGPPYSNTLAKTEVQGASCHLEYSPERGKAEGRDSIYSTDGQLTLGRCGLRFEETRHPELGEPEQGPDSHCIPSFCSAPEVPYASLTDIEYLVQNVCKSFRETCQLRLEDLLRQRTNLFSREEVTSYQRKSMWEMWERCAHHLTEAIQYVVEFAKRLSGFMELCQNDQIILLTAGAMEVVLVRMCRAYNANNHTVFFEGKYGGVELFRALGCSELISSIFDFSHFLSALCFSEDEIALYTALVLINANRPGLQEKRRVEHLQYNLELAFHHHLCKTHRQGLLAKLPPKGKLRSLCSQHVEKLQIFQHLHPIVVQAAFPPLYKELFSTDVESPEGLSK
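Luciferase reporter read in Schneider cells carrying Gal4-RORγ (mouse) and UAS-Photinus luciferase; cells given compound 1 h before 700 uM copper sulfate induction, then incubated 20 h at ambient temperature.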
KCNH2 3.1 inh: blocks the human KCNH2 3.1 channel isoform; 0.95% of 340,000 active; U2OS KCNH2 3.1, thallium flux FluxOr; stronger effect = lower value; activity change, % (tested at about 1.8 µM); AID 720553;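 active = maximum activity change below -70%; inconclusive = maximum activity change from -70% to -50%; inactive = maximum activity change above -50%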;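 note: thallium influx rate constant from kinetic fluorescence after stimulation buffer; % is set by controls: 0 for no effect and ±100 for the full control effect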
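Virally transduced U2OS (3.1 isoform, 4 h infection in dark at RT) → overnight 37 C → FluxOr + Red40 in HBSS/HEPES, 45 min → stimulation buffer, 2 min kinetic read → rate constant vs DMSO controls.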
ELG1 genotoxic: inducers of genotoxicity in HEK293T ELG1-luciferase cells; HEK293T ELG1-luciferase reporter, luminescence, 16 h; Potency, µM (doses to about 46 µM), for inactives: at the highest dose activity change, positive = activation, actives largely listed as activators; 1.3% of 330,000 active; AID 504466; note: potency is the fitted concentration of half-maximal effect; % of control where 0% means no effect; nearly all actives have a fitted effect of over 60% in size
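HEK293T cells expressing luciferase-tagged ELG1 were exposed to compound or DMSO vehicle for 16 hr at 37 °C and 5% CO2. Luciferase activity was then measured with ONE-Glo after 30 min at room temperature.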
Coupling enz: inhibits coupling enzyme system, counter-screen for aldolase hits; activity change, negative = inhibition, % at 58.2 µM, hits read low; 0.67% of 290,000 active; coupling enzyme system counterscreen, AmpLite Red fluorescence; in the data active = activity change below about -30%; note: % is set by controls: 0 for no effect and ±100 for the full control effect
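Activity here indicates interference with the coupling reaction, not aldolase inhibition. Compounds at 57.5 uM final met coupling enzymes for 10 min at RT; substrate and AmpLite Red detection followed, with a 525/598 nm fluorescence read after 20 min.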
The depositor's hits bear a star; ? = inconclusive; / = no result given; & = joins results of further samples; [ ] = remark or other dose. Unless noted, calls come from the whole dose curve; as a rule, active = well fitted curve in the direction sought with a large enough effect; inconclusive = small, poorly fitted or top-dose-only effect, or another doubt; inactive = no such curve, though single readings can be large; an effect the other way counts as inactive or inconclusive. Hits appear at their usual frequency; 14% or so of the library scored in one or more.

SMILES	uPA generation	FLuc counter	VP16 counter	NPC1 prom act	Tb PFK inh	Giardia kill	Rab9 promoter act	RORgamma inh	KCNH2 3.1 inh	ELG1 genotoxic	Coupling enz
Cc1nc(NC2=NCN(Cc3ccco3)CN2)nc2ccccc12	/	7%	0%	0%	4%	/	4%	-15%	/	-2%	2
CC(C)c1nc(SCC(=O)c2ccc(F)cc2)c2ccccc2n1	5%	-17%	?	-2%	-11%	21	-1%	5.6µM*	14	-9%	-1
CCCC(=O)Nc1c2c(nn1-c1ccc(C)cc1C)CSC2	-1%	8%	-4%	0%	2%[0.46 µM]	7	-2%	37%	-12	-1%	0
COc1ccc(CC(=O)NCC2CCCN(Cc3ccc(F)c(OC)c3)C2)cc1 (centres undefined)	21%	-3%	2%	1%	-4%	22	2%	1%	7	0%	1
O=S(=O)(Nc1ccccc1N1CCOCC1)c1ccc(Cl)s1	1%	0%	-3%	1%	2%	-10	-6%	26%	37	-3%	-21
O=S(=O)(c1ccc(F)cc1)n1ccc(-c2cnc(-c3ccccc3)s2)n1	4%	/	-2%	?	1%	5	?	41%	-7	?	3
COc1cccc(N2CCN(C(=O)c3cc4c(=O)n(Cc5ccccc5)ccc4nc3C)CC2)c1	-5%	2%&-7%	1%	-5%	-10%	-4	0%	18%	6	-4%	1
Cc1cc(NC(=O)Nc2cc(Cl)ccc2C)no1	12%	-5%	-7%	11%	0%	2	0%	18%	0	-2%	1
COc1ccc(C(=O)N2CCN(CC(=O)N3CCOCC3)CC2)cc1	5%	4%	-1%&6%	1%	-2%	-19	0%	-23%&3%	-3	1%	-1
O=C(NC(=S)NCCN1CCOCC1)c1ccccc1	6%	1%	-3%	0%	0%	0	2%	?	26	1%	4
CC1N(C)c2cccc3cccc(c23)N1C	3%	3%	0%	3%	-15%	-5	3%	-17%	9	0%	-30
CCCCn1c(N)c(N(CCOC)C(=O)c2ccc(C)c(S(=O)(=O)N3CCCCC3)c2)c(=O)[nH]c1=O	1%	2%	/	-2%	10%	7	-6%	/	11	1%	/

Among those listed so far, 6 have sulfur.
SMILES	uPA generation	FLuc counter	VP16 counter	NPC1 prom act	Tb PFK inh	Giardia kill	Rab9 promoter act	RORgamma inh	KCNH2 3.1 inh	ELG1 genotoxic	Coupling enz
CC(C)c1nc(SCC(=O)c2ccc(F)cc2)c2ccccc2n1	5%	-17%	?	-2%	-11%	21	-1%	5.6µM*	14	-9%	-1
CCCC(=O)Nc1c2c(nn1-c1ccc(C)cc1C)CSC2	-1%	8%	-4%	0%	2%[0.46 µM]	7	-2%	37%	-12	-1%	0
O=S(=O)(Nc1ccccc1N1CCOCC1)c1ccc(Cl)s1	1%	0%	-3%	1%	2%	-10	-6%	26%	37	-3%	-21
O=S(=O)(c1ccc(F)cc1)n1ccc(-c2cnc(-c3ccccc3)s2)n1	4%	/	-2%	?	1%	5	?	41%	-7	?	3
O=C(NC(=S)NCCN1CCOCC1)c1ccccc1	6%	1%	-3%	0%	0%	0	2%	?	26	1%	4
CCCCn1c(N)c(N(CCOC)C(=O)c2ccc(C)c(S(=O)(=O)N3CCCCC3)c2)c(=O)[nH]c1=O	1%	2%	/	-2%	10%	7	-6%	/	11	1%	/

The results go on:
SMILES	uPA generation	FLuc counter	VP16 counter	NPC1 prom act	Tb PFK inh	Giardia kill	Rab9 promoter act	RORgamma inh	KCNH2 3.1 inh	ELG1 genotoxic	Coupling enz
O=C1CN(C(=O)c2ccc(Br)o2)C(c2ccccc2)c2cc(Br)ccc2N1 (centres undefined)	?	5%	-16%	8%	5%	7	-9%	14%	-6	-7%	-7
Cc1c(Cl)c(C(=O)NNC(=S)NCc2ccco2)nn1C	-4%	3%	-9%	-4%	0%	-2	-2%	-26%	-26	3%	-1
Cc1c(Cl)cnn1CC(=O)NC1C(=O)N2C(C(=O)O)=C(CSc3nnnn3C)CSC12 (centres undefined)	3%	1%	10%	-4%	-18%	7	1%	-2%	9	4%	0
C/C(=N\NC(=O)c1cc(C(C)C)[nH]n1)c1ccncc1	-1%	?	-11%	?	-3%	8	?	8%	10	9%	4
O=C(Cn1ncc2c1-c1ccccc1OC2)N(Cc1ccco1)C1CCCCC1	-19%	0%	0%	0%	-1%	10	-18%	19%	-1	-4%	-1
C/C(=N\Nc1cccc(Cl)c1)C1(C)N(O)C(C)(C)C(c2ccco2)=[N+]1[O-] (centres undefined)	3%	0%	-13%	-4%	-5%	-3	-1%	-6%	17	-3%	1
COc1ccccc1OCC(=O)N1CCN(c2ccccc2OC)CC1	-8%	-2%	12%	/	/	18	/	12%	-8	/	0
CSc1ccc(/C=C(\NC(=O)c2ccc(C)cc2)C(=O)Nc2cccc(C)c2)cc1	5%	3%	-21%	0%	-1%	22	4%	-22%	-6	1%	-1
O=C(N=C1SC2CS(=O)(=O)CC2N1Cc1ccccc1Cl)C1CCCO1 (centres undefined)	7%	0%	2%	0%	1%	12	0%	-1%	3	0%[9.26 µM]	-1
CCC(C)COC(=O)c1ccc(C(=O)O)cc1 (centres undefined)	-5%	-18%	-11%	-3%	0%	12	16%	27%	10	4%	17
CCN(C(=O)C(C)OC(=O)CCCNC(=O)c1ccc(Cl)cc1)c1ccccc1 (centres undefined)	1%	5%	/	1%	1%	-20	-11%	/	5	-2%	/
Cc1ccc(C(=O)CCS(=O)(=O)c2ccc(F)cc2)cc1	11µM*	0.76µM*	3.5µM*	-4%	-14%	10	5%	3.2µM*	8	10%	5
COc1cc(/C=C2/NC(=O)N(CC(=O)Nc3cccc(C)c3)C2=O)ccc1OCC(N)=O	4%	-3%	-6%[10 µM]	-4%	1%	-16	-3%	-24%	-1	2%	5
O=[N+]([O-])c1cccc(Nc2c3ccccc3nc3ccccc23)c1	-3%	-17%	?	0%	-12%	1	-4%	-98%	-26	-1%	-2
O=C(Nc1ccc(Cl)cc1)Nc1ccon1	?	?	22%	-22%	?	2	6%	2%	3	3%	/
Cc1cc(F)ccc1S(=O)(=O)N1CCCCC1CCNC(=O)C(=O)NCCN1CCOCC1 (centres undefined)	1%	0%	/	-3%	0%	-13	-6%	/	1	2%	/
CCOc1ccc(C(C)NC(=O)c2cc(=O)[nH]c3ccccc23)cc1OCC (centres undefined)	-9%	0%	6%	-9%	-1%	4	-2%	29%	3	1%	0
Cc1cc2c(cc1C)NC(c1nc3ccccc3[nH]1)C1=C(CC(C)(C)CC1=O)N2 (centres undefined)	3%	2%	1%	-1%	-1%	-12	2%	-14%	-10	3%	/
CCCCN(C(=O)CNC(=O)c1ccco1)C(C(=O)NC1CCCCC1)c1cccnc1 (centres undefined)	-1%	1%	13%	?	-3%	-19	-1%	7%	-16	4%	-1
CN(C(=O)CSc1nc2cc([N+](=O)[O-])ccc2n1-c1ccc(F)cc1)C1CCS(=O)(=O)C1 (centres undefined)	-7%	4%	-8%	-4%	6%	-3	1%	-10%	6	4%	4
COc1ccc(C)cc1-n1c(SCC(=O)NC2CC2)nc2ccccc2c1=O	0%	1%	/	8%	-11%	-26	-6%	/	6	8%	/
Cc1nc2ncnn2c(C)c1Cc1ccccc1Cl	-16%	5%	6%	0%	5%	14	-9%	3%	9	6%	5
O=C(NCCN1CCCCC1)Nc1ccc(F)c(Cl)c1	3%	-2%	-12%	2%	-7%	12	-6%	-13%	-45	-1%	2
Cc1cc(C)nc(NS(=O)(=O)c2ccc(NC(=O)C(C)Oc3ccccc3F)cc2)n1 (centres undefined)	-7%	0%	0%	-2%	3%	-1	-3%	5%	4	0%	4
COC(=O)c1ccc(COc2ccc(C=O)cc2)o1	11%	-15%	9%	2%	?	-3	-3%	-3%	2	2%	7
CC(=O)N1c2ccccc2NC2=C(C(=O)CCC2)C1c1ccc(F)cc1 (centres undefined)	-5%	-1%	1%	0%	1%	0	-1%	0%	3	2%	-10
Cc1nc(SCc2ccc(F)cc2)c2oc3ccccc3c2n1	4%	-2%	-5%	-5%	0%	-10	-7%	-4%	4	-1%	4
O=C(COC(=O)CNC(=O)c1ccccc1Cl)NC1CC1	5%	/	/	/	-3%	-23	/	/	12	5%	/
COc1ccc(C2C3=C(CC(C)(C)CC3=O)OC(N)=C2[N+](=O)[O-])cc1 (centres undefined)	0%	4%	6%	5%	-3%	4	-1%	15%	-2	1%	1
COc1ccc(N(CC(=O)NCCC2=CCCCC2)S(=O)(=O)c2ccccc2F)cc1	8%	6%	-9%	2%	16%	1	-4%	-4%	-4	-2%	0
